# From PubChem BioAssay
# Menin MLL FP TR: qHTS Assay for Inhibitors Targeting the Menin-MLL Interaction in MLL Related Leukemias: Competition With Texas Red Labeled MLL-derived Mutant Peptide; Potency, µM (series often up to 61.6 µM), for inactives: at the top dose FP activity change, negative = inhibition, usual class: inhibitors; hit rate 0.23% among 270,000; Menin + Texas Red MLL mutant peptide, fluorescence polarization; AID 1768, 2009; active means well fitted inhibition curve with a large enough effect in the polarisation, with a control signal flat, not every such curve was filed as active; inconclusive means small, poorly fitted or top-dose-only effect, or effect the other way, or a change in a side signal; inactive means no such curve, though single readings can be large or run the other way; the % refers to the polarisation; further: potency means the concentration at half of the fitted maximal effect; % of control where 0% means no effect; many of its hits are not listed in these tables
# PKM2 act: qHTS Assay for Activators of Human Muscle isoform 2 Pyruvate Kinase; purified PKM2, Kinase-Glo ATP luminescence, activation; response scale: 0% is enzyme alone, no compound; Pyruvate kinase PKM (Homo sapiens), P14618; hit rate 0.34% among 260,000; Potency, µM (series often up to 57.5 µM), for inactives: top-dose activation, most hits filed as activators; further: potency means the concentration at half of the fitted maximal effect; on the % scale 0 is the no-effect control and ±100 the full control effect; nearly all actives have a fitted effect of over 55% in size
#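 Kinase-Glo luminescence reports ATP generated from ADP (0.1 mM) and PEP (0.5 mM) by purified hPK-M2 after 1 h at room temperature, pH 7.2 imidazole buffer; intermediate enzyme activity allows detecting inhibitors and activators.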
# BCR signal inh: qHTS Assay to Find Inhibitors of Chronic Active B-Cell Receptor Signaling. hit rate 0.05% among 340,000. AID 493014, 2011. Potency, µM (series often up to 46.1 µM), for inactives: top-dose ratio change, negative = lower green/red ratio, actives largely listed as inhibitors. ABC-DLBCL IkBa-CBG/CBR reporter, luminescence ratio, 4 h; active means well fitted inhibition curve with a large enough effect in the signal ratio, with a control signal flat, not every such curve was filed as active; inconclusive means small, poorly fitted or top-dose-only effect, or effect the other way, or a change in a side signal; the % refers to the signal ratio;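 further: potency means the concentration at half of the fitted maximal effect; plate controls were basal doxycycline-induced cells for no effect and cells given 10 µM MG132 for full effect; MG132 reads +100%, hits lower the ratio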
#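 Doxycycline induced both beetle luciferases in TMD8 lymphoma cells; IKK-driven degradation limits the IkappaBalpha-fused green signal, while red luminescence normalises for cell number and nonspecific effects. Compounds tested up to 46 uM, 4 hrs.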
# Mito fusion act: qHTS Assay for Small Molecule Inhibitors of Mitochondrial Division or Activators of Mitochondrial Fusion; hit rate 0.23% among 320,000; Potency, µM (series often up to 46.1 µM), for the others: at the highest dose growth rescue (activation), hits mostly activators; S. cerevisiae fusion-defective mutant growth rescue, CellTiterGlo 48 h; AID 485298, 2010;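 further: potency means the concentration at half of the fitted maximal effect; % of control where 0% means no effect; nearly all actives have a fitted effect of over 45% in size; temperature-sensitive fusion mutants such as fzo1-1 at 37 °C on non-fermentable ethanol glycerol medium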
#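 S. cerevisiae fusion-defective temperature-sensitive mutants (e.g. fzo1-1, mgm1-5) grown 48 h at 37C in YPEG (ethanol/glycerol non-fermentable) medium with 23 nl compound per well; growth rescue read as CellTiterGlo luminescence.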
# Eya2 phos inh: qHTS Assay for Inhibitors of the Phosphatase Activity of Eya2; recombinant Eya2, OMFP fluorescence dephosphorylation (OMFP is methylfluorescein phosphate); Potency, µM (series often up to 76.9 µM), for the others: at the top dose activity, negative = inhibition, usual class: inhibitors; hit rate 0.006% among 330,000; Protein phosphatase EYA2 (Homo sapiens), O00167; further: potency means the concentration at half of the fitted maximal effect; on the % scale 0 is the no-effect control and ±100 the full control effect
#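 Eya2 (0.2 uM) preincubated 10 min at ambient with compound, then OMFP substrate added at 50 uM; 10 min reaction in 50 mM HEPES pH 7.5, 50 mM NaCl, 5 uM MgCl2, 0.05% BSA, 1 mM DTT. Fluorescence read at Ex 485/Em 525 nm.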
# hERG WT inh: qHTS for Inhibitors of KCHN2 3.1: Wildtype qHTS | Voltage-gated inwardly rectifying potassium channel KCNH2 (Homo sapiens), Q12809 | U2OS, BacMam KCNH2, thallium flux FluxOr; stronger effect = lower value | activity change, % at 1.84 µM | hit rate 0.37% among 340,000 | AID 720551, 2013;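 active means maximum activity change below -70%; inconclusive means maximum activity change between -70% and -50%; inactive means maximum activity change above -50%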; further: on the % scale 0 is the no-effect control and ±100 the full control effect
#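 U2OS cells transduced with wild-type KCNH2 virus are loaded with FluxOr dye for 45 min, and thallium flux is measured in kinetic reads before and after stimulation buffer. Rate constants are normalized to DMSO controls.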
# USP2a inh: qHTS Assay for Inhibitors of Ubiquitin-specific Protease USP2a Using CHOP2 as the Reporter; USP2 core, Ub-CHOP2 coupled fluorogenic reporter, 485/531; Potency, µM (highest dose often 38.3 µM), for inactives: top-dose activity change, negative = inhibition, most hits filed as inhibitors; hit rate 0.01% among 330,000; AID 463254, 2010;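 further: potency means the concentration at half of the fitted maximal effect; plate controls were DMSO wells for no effect and full inhibition by NEM control for full effect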
# Target sequence (O75604 whole entry, looked up): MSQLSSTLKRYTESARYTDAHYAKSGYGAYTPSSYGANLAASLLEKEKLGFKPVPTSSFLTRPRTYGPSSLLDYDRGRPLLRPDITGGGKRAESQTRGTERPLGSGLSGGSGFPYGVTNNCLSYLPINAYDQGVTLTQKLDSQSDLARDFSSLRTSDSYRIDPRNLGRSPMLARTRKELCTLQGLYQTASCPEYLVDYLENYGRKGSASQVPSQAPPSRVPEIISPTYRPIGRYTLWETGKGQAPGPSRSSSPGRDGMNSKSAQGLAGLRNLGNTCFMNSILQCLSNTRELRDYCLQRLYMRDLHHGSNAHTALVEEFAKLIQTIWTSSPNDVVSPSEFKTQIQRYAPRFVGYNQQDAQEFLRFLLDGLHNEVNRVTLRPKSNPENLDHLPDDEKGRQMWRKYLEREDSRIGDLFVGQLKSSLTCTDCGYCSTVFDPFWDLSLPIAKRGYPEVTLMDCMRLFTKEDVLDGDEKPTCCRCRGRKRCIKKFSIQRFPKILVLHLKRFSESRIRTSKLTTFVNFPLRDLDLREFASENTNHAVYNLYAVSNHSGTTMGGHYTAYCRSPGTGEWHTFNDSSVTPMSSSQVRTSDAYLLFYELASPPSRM
#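 Deubiquitinase activity read as fluorescence (485/531 nm) after Ub-CHOP2 cleavage activates the enterokinase reporter on its substrate; USP2 core 10nM, Ub-CHOP2 and substrate 25nM each, 30min compound preincubation then 60min RT; data normalized to NEM, curves fitted.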
# S-ASM inh: Inhibitors of Secretory Acid Sphingomyelinase (S-ASM): qHTS. placental ASM, HMU-PC fluorogenic substrate, 60 min. Potency, µM (highest dose often 57.5 µM), without a hit: at the highest dose activity change, negative = inhibition, most hits filed as inhibitors. Sphingomyelin phosphodiesterase (Homo sapiens), P17405. hit rate 0.006% among 340,000. AID 504937, 2011; further: potency means the concentration at half of the fitted maximal effect
#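 Human placenta-derived ASM preincubated with compound 10 min at room temperature, then reacted with 9 uM (final) fluorogenic HMU-PC substrate for 60 min at 37 C. Stop solution raises pH to 10; fluorescence read at Ex 386/Em 447 nm.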
# MBNL1-CUG inh: qHTS Assay for Inhibitors of MBNL1-poly(CUG) RNA binding | Muscleblind-like protein 1 (Homo sapiens), Q9NR56 | TR-FRET MBNL1-His/biotin-(CUG)12 binding, 665/545 ratio | Potency, µM (series often up to 57.5 µM), without a hit: at the top dose activity change, negative = inhibition, most hits filed as inhibitors | hit rate 0.036% among 280,000 | AID 2675, 2010; active means well fitted inhibition curve with a large enough effect in the signal ratio, with a control signal flat, not every such curve was filed as active; inconclusive means small, poorly fitted or top-dose-only effect, or effect the other way, or a change in a side signal; inactive means no such curve, though single readings can be large or run the other way; the % refers to the signal ratio; further: potency means the concentration at half of the fitted maximal effect; on the % scale 0 is the no-effect control and ±100 the full control effect
#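 Ratiometric TR-FRET (665 over 545 nm, excitation 340 nm) tracks disruption of MBNL1-His/biotin-(CUG)12 complex after 60 min at room temperature, with compounds at 92 nM to 58 uM final.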
# TSHR antagonist: Antagonists of the Thyroid Stimulating Hormone Receptor: HTS campaign | TSHR-expressing cells, TSH-stimulated cAMP HTRF, 2 h; stronger effect = lower value | activity change, negative = inhibition, % at 11.5 µM | hit rate 0.2% among 330,000;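 active means activity change below a set negative limit, meaning inhibition stronger than a set level, cut at about -70% in these data; inconclusive means activity change between two set negative limits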; further: on the % scale 0 is the no-effect control and ±100 the full control effect
#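 Freshly harvested TSHR cells receive pin-tooled compound, then EC80 TSH at 4nM final. After 2 hours at 37 deg C, antibody in lysis buffer and cAMP-d2 are added; 30 minutes at ambient temperature precede the HTRF read.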
# GALK inhibitor: qHTS Assay for Inhibitors of Human Galactokinase (GALK); Potency, µM (top dose mostly 57.5 µM), for inactives: at the top dose activity change, negative = inhibition, most hits filed as inhibitors; P51570; hit rate 0.007% among 270,000; Purified GALK, Kinase-Glo residual ATP luminescence; further: potency means the concentration at half of the fitted maximal effect; on the % scale 0 is the no-effect control and ±100 the full control effect
# Target sequence (P51570 whole entry, looked up): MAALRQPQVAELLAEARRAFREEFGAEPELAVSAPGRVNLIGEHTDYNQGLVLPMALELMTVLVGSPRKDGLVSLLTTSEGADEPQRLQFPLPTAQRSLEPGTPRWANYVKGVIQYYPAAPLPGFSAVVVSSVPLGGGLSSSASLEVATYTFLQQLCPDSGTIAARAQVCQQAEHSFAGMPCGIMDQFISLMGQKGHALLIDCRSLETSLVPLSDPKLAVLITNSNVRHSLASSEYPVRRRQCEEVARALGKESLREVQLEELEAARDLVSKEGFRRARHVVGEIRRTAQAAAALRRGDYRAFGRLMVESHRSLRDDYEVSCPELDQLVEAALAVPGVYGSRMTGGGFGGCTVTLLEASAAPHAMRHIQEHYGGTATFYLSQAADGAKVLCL
#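 GALK at 5 nM final was combined with compound, 35 uM ATP and 100 uM galactose in HEPES pH8.0 with MgCl2 and DTT. The reaction ran one hour at room temperature before luminescent ATP detection.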
# * = called active by the depositor; ? = inconclusive; . = not tested or not shown; [ ] = dose if it differs, or a comment. Unless noted, the call rests on the fitted dose curve; in most records, active means well fitted curve in the direction sought with a large enough effect; inconclusive means small, poorly fitted or top-dose-only effect, or another doubt; inactive means no such curve, though single readings can be large; an effect the other way counts as inactive or inconclusive.
SMILES,Menin MLL FP TR,PKM2 act,BCR signal inh,Mito fusion act,Eya2 phos inh,hERG WT inh,USP2a inh,S-ASM inh,MBNL1-CUG inh,TSHR antagonist,GALK inhibitor
CCc1ccccc1OCC(=O)N(CC)CC(=O)NCc1ccc(F)cc1,5%,1%,?,1%,0%,-4,2%,8%,13%,20,2%
O=C1C=C(c2cccs2)C[C@H](c2ccccc2)[C@H]1n1nnc([N+](=O)[O-])n1,?,-1%,11%,-23%,-25%,14,1%,-2%,?,2,0%
O=S(=O)(c1ccc2nc(N3CCN(c4ccccc4)CC3)ccc2c1)N1CCCCC1,.,.,-7%,-1%,5%,16,1%,2%,-2%,8,9%
Cc1ccccc1NC(=O)N1CCCC1C(=O)NCc1cccs1 (stereo not drawn),-1%,-5%,-2%,-1%,-3%,0,-1%,6%,-3%,2,0%
Nc1cccc(-c2cn(-c3cc4cc(C#CC5(O)CCCCC5)ccc4oc3=O)nn2)c1,.,.,-12%,18%,16%,.,-3%,-14%,.,-18,.
O=C(O)CSc1ncnc2scc(-c3ccc(Br)cc3)c12,.,5%,11%,-1%,8%,0,11%,0%,10%,-9,-2%
COc1cc(S(=O)(=O)Nc2c(C)cc(C)cc2C)ccc1Cl,3%,-5%,2%,3%,4%,4,-7%,-9%,-3%,-4,1%
COc1cccc(-c2ccc(NC(=O)C3CCCN(CCCn4nc(C)cc4C)C3)cc2)c1 (stereo not drawn),-9%,-1%,?,-19%,11%,1,-2%,-4%,-9%,29,7%
CN1C(=O)c2cccc(N(C)C)c2C1=O,9%,-12%,-1%,3%,8%,8,-6%,-4%,?,14,3%
Cc1ccc(S(=O)(=O)CCNC(=O)Cc2ccc(Cl)cc2)cc1,2%,-2%,2%,-9%,-8%,-4,-1%,2%,-6%,5,1%
O=C(NCc1ccco1)/C(=C/c1ccc(Cl)cc1)NC(=O)c1ccco1,2%,.,8%,-7%,-1%,19,2%,2%,-13%,-5,1%
Cc1ccc(-n2ncc3c(NCc4ccco4)ncnc32)cc1C,4%,-7%,?,-1%,0%,3,0%,11%,-3%,-17,-2%
O=C(Cn1nc(C(=O)O)c2ccccc2c1=O)Nc1cc(S(=O)(=O)N2CCOCC2)ccc1Cl,.,.,0%,.,2%,4,3%,-5%,.,0,.
CCOc1ccc(C(=O)NC(=S)Nc2ccc(NC(=O)c3ccco3)cc2)cc1[N+](=O)[O-],0%,-23%,0%,2%,1%,-1,2%,0%,?,45,2%
O=C(Cc1ccccc1Cl)N/N=C/c1cccnc1,.,4%,-7%,2%,-4%,-4,-1%,3%,18%,5,-4%
COc1ccc(NC(=O)c2ccccc2NC(=O)c2ccco2)c(OC)c1,11%,-4%,?,1%,6%,-18,-2%,-3%,-20%,-12,1%
O=C(O)C1CC=CCC1C(=O)NC12CC3CC(CC(C3)C1)C2 (stereo not drawn),4%,-3%,?,-2%,-3%,-5,-1%,-2%,-8%,0,-1%
O=C1CC(c2ccccc2)Oc2cc(O)cc(O)c21 (stereo not drawn),.,1%,6%,-10%,3%,5,-1%,-4%,-2%,-11,0%
Cc1ccc(C2CC(=O)c3cnn(-c4nc(C)cc(C)n4)c3C2)cc1 (stereo not drawn),0%,-1%,-1%,4%,-13%,-6,0%,-4%,-11%,-7,-2%
CCOC(=O)C1CCCN(C(=O)c2ccc(S(=O)(=O)N3CCCC3)cc2)C1 (stereo not drawn),.,.,-4%,1%,9%,-2,0%,-4%,.,-3,.
CC1(C)Cc2c(sc(NC(=O)c3ccco3)c2C(=O)O)CO1,0%,-8%,?,1%,-2%,8,-2%,4%,4%,-10,-4%
CN(C)CCCNc1oc(-c2ccc(Cl)cc2)nc1C#N,1%,-16%,25%,-11%,-18%,12,-2%,8%,19%,13,-3%
O=C(Cn1cc2c(n1)CCCC2)NCCCN1CCN(C2CCCCC2)CC1,-11%,-4%,-3%,-4%,5%,-2,-5%,5%,-11%,8,-8%
O=S(=O)(c1ccccc1)N1CCN(c2nc(-c3cccs3)nc3ccccc23)CC1,-19%,-1%,-1%,19%,-3%,.,3%,.,-16%,-3,.
CCCn1c(C)cc(/C=C(\C#N)C(=O)O)c1C,-8%,1%,16%,-3%,-4%,-1,4%,3%,33%[activator],-2,-2%
CC(=O)Oc1cc2cccc(OC(C)=O)c(=O)c2c(OC(C)=O)c1OC(C)=O,-1%,15%,13%,-1%,-11%,-2,-3%,-3%,?,5,-5%
Cc1ccc2cccc(OCc3ccccc3)c2n1,.,2%,?,3%,7%,-1,-1%,-1%,15%,-15,-3%
CCCN(C(=O)COC(=O)CCOc1ccccc1C)c1c(N)n(Cc2ccccc2)c(=O)[nH]c1=O,.,-9%,-3%,-2%,4%,27,3%,4%,-1%,-3,-3%
CCCn1c(=O)c(/C(N)=N/O)nn(-c2cccc(C(F)(F)F)c2)c1=O,.,-11%,13%,-1%,-20%,-6,5%,2%,20%,1,.
CCc1ccc(NC(=S)N(Cc2ccccc2)Cc2ccccn2)cc1,11%,.,10%,3%,-21%,-1,2%,-1%,-3%,7,8%
COc1cccc(/C=C/C(=O)OCC(=O)NC2CC2)c1,.,.,1%,4%,-6%,2,-1%,0%,.,14,.
CCn1cc(C(C)NC(=O)COc2ccc(Cl)cc2C)c(C)n1 (stereo not drawn),11%,-6%,?,-1%,5%,-22,0%,-2%,2%,-6,-4%
COc1ccc(C2CCCN2C(=S)Nc2ccccc2C)cc1OC (stereo not drawn),-19%,-3%,2%,22%,2%,-6,0%,1%,-6%,-1,1%
FC(F)Sc1nc2ccccc2[nH]1,.,-2%,-20%,-6%,12%,0,2%,0%,-9%,14,-1%
CN(CCC#N)C(=O)COC(=O)c1ccc(CNS(=O)(=O)c2ccc(F)c(Cl)c2)cc1,7%,-1%,-3%,0%,0%,0,5%,2%,-10%,-6,1%

# Some of the entries so far, with values under each structure:
# Every second line gives: Menin MLL FP TR | PKM2 act | BCR signal inh | Mito fusion act | Eya2 phos inh | hERG WT inh | USP2a inh | S-ASM inh | MBNL1-CUG inh | TSHR antagonist | GALK inhibitor
CN1C(=O)c2cccc(N(C)C)c2C1=O
  9% | -12% | -1% | 3% | 8% | 8 | -6% | -4% | ? | 14 | 3%
Cc1ccc(S(=O)(=O)CCNC(=O)Cc2ccc(Cl)cc2)cc1
  2% | -2% | 2% | -9% | -8% | -4 | -1% | 2% | -6% | 5 | 1%

# An excerpt from above, showing only BCR signal inh.
Structure | BCR signal inh
O=C(O)C1CC=CCC1C(=O)NC12CC3CC(CC(C3)C1)C2 (stereo not drawn) | ?
O=C(Cn1cc2c(n1)CCCC2)NCCCN1CCN(C2CCCCC2)CC1 | -3%
O=S(=O)(c1ccc2nc(N3CCN(c4ccccc4)CC3)ccc2c1)N1CCCCC1 | -7%
O=C(Cn1nc(C(=O)O)c2ccccc2c1=O)Nc1cc(S(=O)(=O)N2CCOCC2)ccc1Cl | 0%

# Some of the compounds tested. The share of hits here may be higher or lower than overall.
